High-throughput results as filed in PubChem.
KDM5B inhibitor: KDM5B demethylase inhibition; Q9UGL1; KDM5B demethylase, FDH-coupled NADH fluorescence (FDH is formaldehyde dehydrogenase); Potency, µM (series often up to 57.7 µM), inactives show at the top dose activity change, negative = inhibition, usual class: inhibitors; actives 2.6% (n = 220,000); AID 1347165; active = well fitted inhibition curve with a large enough effect; inconclusive = small, poorly fitted or top-dose-only effect; inactive = no such curve, though single readings can be large or run the other way; note: 0% is about no effect; nearly all actives have a fitted effect of over 70% in size
Target sequence (Q9UGL1 whole entry, looked up): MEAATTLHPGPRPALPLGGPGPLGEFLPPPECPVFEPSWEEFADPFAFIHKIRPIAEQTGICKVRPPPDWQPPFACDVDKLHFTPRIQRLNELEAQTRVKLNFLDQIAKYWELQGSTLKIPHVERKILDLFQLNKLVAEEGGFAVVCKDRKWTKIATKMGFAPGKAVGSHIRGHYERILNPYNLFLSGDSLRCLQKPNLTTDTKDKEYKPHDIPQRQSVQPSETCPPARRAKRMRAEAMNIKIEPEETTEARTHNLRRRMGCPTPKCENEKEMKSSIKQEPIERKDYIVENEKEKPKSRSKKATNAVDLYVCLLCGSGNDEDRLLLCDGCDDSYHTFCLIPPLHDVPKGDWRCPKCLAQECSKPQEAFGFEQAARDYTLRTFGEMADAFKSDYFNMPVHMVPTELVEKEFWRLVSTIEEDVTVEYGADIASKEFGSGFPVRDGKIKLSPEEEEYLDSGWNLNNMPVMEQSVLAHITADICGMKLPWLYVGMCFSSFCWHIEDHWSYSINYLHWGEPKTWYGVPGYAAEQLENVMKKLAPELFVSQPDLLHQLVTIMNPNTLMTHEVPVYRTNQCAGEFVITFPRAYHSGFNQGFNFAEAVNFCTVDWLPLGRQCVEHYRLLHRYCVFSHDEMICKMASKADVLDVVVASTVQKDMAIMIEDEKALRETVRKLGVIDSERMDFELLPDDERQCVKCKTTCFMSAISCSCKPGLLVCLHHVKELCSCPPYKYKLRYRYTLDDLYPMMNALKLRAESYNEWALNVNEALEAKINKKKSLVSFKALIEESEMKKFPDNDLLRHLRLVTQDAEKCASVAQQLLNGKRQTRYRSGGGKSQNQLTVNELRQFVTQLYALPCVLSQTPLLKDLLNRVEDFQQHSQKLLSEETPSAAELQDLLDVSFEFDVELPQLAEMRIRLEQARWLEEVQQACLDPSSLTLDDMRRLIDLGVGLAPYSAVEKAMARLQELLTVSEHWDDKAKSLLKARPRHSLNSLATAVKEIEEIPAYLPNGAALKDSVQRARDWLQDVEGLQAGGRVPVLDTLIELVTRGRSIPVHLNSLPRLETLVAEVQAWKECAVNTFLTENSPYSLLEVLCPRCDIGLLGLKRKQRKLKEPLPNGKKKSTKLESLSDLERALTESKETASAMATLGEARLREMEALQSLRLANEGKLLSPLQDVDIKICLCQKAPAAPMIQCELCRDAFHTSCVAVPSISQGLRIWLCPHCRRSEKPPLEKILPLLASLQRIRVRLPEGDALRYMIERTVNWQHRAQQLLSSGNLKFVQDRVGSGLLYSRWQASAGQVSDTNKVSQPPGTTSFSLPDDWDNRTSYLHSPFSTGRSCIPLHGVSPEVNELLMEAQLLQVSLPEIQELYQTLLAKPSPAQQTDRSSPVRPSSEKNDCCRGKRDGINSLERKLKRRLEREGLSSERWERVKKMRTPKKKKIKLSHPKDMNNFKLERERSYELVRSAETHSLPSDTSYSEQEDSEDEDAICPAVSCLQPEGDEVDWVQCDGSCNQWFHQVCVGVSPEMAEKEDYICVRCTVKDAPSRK
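Measured: NADH fluorescence change, 30 min, RT. System: KDM5BΔAP 200 nM final, H3K4me3 peptide, α-KG, Fe(II), ascorbate, NAD⁺ plus FDH, pH 7.5 HEPES. Compounds: titrated, 10 min pre-incubation with enzyme.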
The depositor's hits bear a star; i = inactive; ? = inconclusive; [ ] = dose if it differs, or a comment. Potency is the fitted concentration of half-maximal effect. Only part of the results is shown; rates above refer to the full screens.

canonical_smiles | KDM5B inhibitor
O=C(CSc1nnc(-c2ccncc2)n1Cc1ccco1)Nc1ccccc1F | -9%
S=C1Cc2ccccc2C(c2ccc(Cl)cc2)N1 (stereo unspecified) | -20%
CCOC(=O)/C=c1\s/c(=C(\C#N)C(N)=O)n(-c2ccccc2)c1=O | -3%
CN1CCc2c(sc(NC(=O)CSc3ccccc3)c2-c2nc3ccccc3s2)C1 | 24%
O=C(NC1CCN(c2nc3ncccc3o2)CC1)C1CC1 | 28µM*
O=c1[nH]c2ccc(NCc3ccc(-c4ccc(Br)cc4)o3)cc2[nH]1 | ?
O=C(c1ccc2c(c1)OCO2)N1CCn2c(nnc2C2CCCNC2)C1 (stereo unspecified) | 16%[115 µM]
COc1ccc(-c2cc(N3CCN(C(=O)c4ccc(C)c(F)c4)CC3)n[nH]2)cc1 | 4%
COc1ccc(CN2C=C(C(=O)OCc3noc(CC4CCCCC4)n3)C(C)=NS2(=O)=O)cc1 | -24%
COc1cccc(N2CCN(C(=O)CCSCc3ccccc3F)CC2)c1 | -1%
COc1cccc(-c2nc(CS(=O)CC(=O)NCc3ccc4c(c3)OCO4)c(C)o2)c1 (stereo unspecified) | -9%
CC(OC(=O)C1CCN(S(=O)(=O)c2ccc(C(C)(C)C)cc2)CC1)C(=O)N1CCCCCC1 (stereo unspecified) | 16%

3 structures out of the list, arranged by heavy-atom count, largest number first.
canonical_smiles | KDM5B inhibitor
COc1cccc(-c2nc(CS(=O)CC(=O)NCc3ccc4c(c3)OCO4)c(C)o2)c1 (stereo unspecified) | -9%
O=C(CSc1nnc(-c2ccncc2)n1Cc1ccco1)Nc1ccccc1F | -9%
CCOC(=O)/C=c1\s/c(=C(\C#N)C(N)=O)n(-c2ccccc2)c1=O | -3%

Next section
canonical_smiles | KDM5B inhibitor
CCOc1ccc(CNC(=O)CSc2nnc(C)c3c(C)n(-c4ccccc4)nc23)cc1 | -7%
COc1ccc(CCC(=O)NNC(=O)Nc2ccccc2Cl)cc1 | 29%
CC1CCN(S(=O)(=O)c2ccc(NC(=O)c3ccccc3F)cc2)CC1 | ?
Cc1cc(Br)ccc1NC(=O)CCNS(=O)(=O)c1cccc2nonc12 | -5%
O=S1(=O)c2ccccc2N(Cc2cccc(C(F)(F)F)c2)c2ccccc21 | ?
N#Cc1ccc(OCCOC(=O)c2ccco2)cc1 | 29%
CC(CNC(=O)c1cc2cc(S(=O)(=O)N3CCCCC3)ccc2n1C)c1ccccc1 (stereo unspecified) | ?
COc1cc(NC(=O)Cn2c(-c3ccc(Cl)cc3)nc(C)cc2=O)cc(OC)c1OC | 12%
Cc1ccc(CNC(=O)c2cccn2-c2nnc(N3CCCC3)s2)cc1 | -23%
CNCCN1C(=O)CC[C@H]2CN(c3nccc(C(F)(F)F)n3)CC[C@H]21 | ?
Cc1occc(=O)c1OCc1noc(C(=O)NCc2cccnc2)n1 | 20%
Cc1cc(NC(=O)c2ccccc2F)ccc1-c1nc2ccccc2s1 | -32%

Additional results follow.
canonical_smiles | KDM5B inhibitor
O=S(=O)(c1ccc(Cl)cc1)c1nc(-c2ccccc2Br)oc1NCc1ccccc1 | ?
CCC1CCC(NC(=S)NCc2ccc(F)cc2)CC1 (stereo unspecified) | -17%
Cc1ccc(NC(=O)CCCNC(=O)c2ccc(Cl)cc2)c(O)c1 | -2%
Cn1cnc([S+](=O)([O-])N2CC(COc3ccccc3)C3(CN(c4ccccc4)C3)C2)c1 (stereo unspecified) | -30%[86.2 µM]
Cc1nc(NC(=O)C2CC(=O)N(c3n[nH]c4cccc(F)c34)C2)sc1C (stereo unspecified) | 14%
CNC(=O)CCS(=O)(=O)Cc1coc(-c2ccc(C)cc2C)n1 | 12%
CCOc1ccc(CCNC(=O)C2COc3ccccc3C2)cc1OCC (stereo unspecified) | -11%
CCS(=O)(=O)Nc1ccc(C2(C(=O)NCc3cccnc3)CCCCC2)cc1 | -3%
CC1C(=O)CCN(C(C)C)C1C (stereo unspecified) | 12%
Cc1cccc(NC(=O)/C=C/c2cccs2)c1C | 8%
Cc1ccc(CN2CCC(Oc3ccc4ccccc4c3)(C(=O)O)CC2)o1 | 3%
CC1CCc2c(sc(NC(=O)COCC(=O)O)c2C(=O)Nc2ccccc2)C1 (stereo unspecified) | -3%

Next records follow:
canonical_smiles | KDM5B inhibitor
Cc1ccc(CN2CCC3(CC2)CN(c2ncccn2)CC3CO)cc1C (stereo unspecified) | 25µM*
CC(=O)Nc1ccc(C)cc1S(=O)(=O)NCCn1c(C)cnc1C1CCC1 | -28%
O=C1CCCCC(CNC(=O)c2ccccc2)N1 (stereo unspecified) | -14%
C[C@@H]1CN(C(=O)NCc2ccco2)C[C@H]1c1nc(-c2ccncc2)no1 | ?
Cc1ccc(S(=O)(=O)Nc2ccc3nc(-c4ccc(F)cc4)oc3c2)cc1 | ?
CC(=O)N[C@H]1CC[C@]2(C)CC[C@@H](C(C)C(=O)NC3CCCC3)[C@H](O)[C@H]2[C@@H]1C (stereo partly specified) | -15%[86.2 µM]
NC(=O)NC(=O)COC(=O)c1cccc(Br)c1 | 12%
COc1cccc(-c2ccc(NC(=O)C3CCCN3C(=O)CNC(C)=O)cc2)c1 (stereo unspecified) | 9%
O=C(NC1CCCC1)c1ccc2c(c1)OCCCO2 | 15%
COc1ccc(-c2nnc(SCC(=O)N3CCCC3=O)n2N)cc1OC | 31%
COc1ccccc1-c1cc(=O)c2cc(NS(=O)(=O)c3ccccc3)ccc2o1 | 12%
COc1ccc(C(=O)NCC2CCCCC(=O)N2)cc1 (stereo unspecified) | 8%

Entries listed above marked active in KDM5B inhibitor:
canonical_smiles | KDM5B inhibitor
O=C(NC1CCN(c2nc3ncccc3o2)CC1)C1CC1 | 28µM*
Cc1ccc(CN2CCC3(CC2)CN(c2ncccn2)CC3CO)cc1C (stereo unspecified) | 25µM*

Back to the main list, repeating the three entries before the break.
canonical_smiles | KDM5B inhibitor
COc1ccc(-c2nnc(SCC(=O)N3CCCC3=O)n2N)cc1OC | 31%
COc1ccccc1-c1cc(=O)c2cc(NS(=O)(=O)c3ccccc3)ccc2o1 | 12%
COc1ccc(C(=O)NCC2CCCCC(=O)N2)cc1 (stereo unspecified) | 8%
COc1ccc(C(=O)N2CCCC(C(=O)N3CCN(c4ccccc4)CC3)C2)cc1 (stereo unspecified) | 28%
COc1ccc2cc(C3Nc4ccccc4C(=O)N3C3CC3)ccc2c1 (stereo unspecified) | ?
CC(C)c1ccc(OCC(=O)Nc2cc(-c3nc4ncccc4o3)ccc2Cl)cc1 | -34%
CNCCN1C(=O)CC[C@H]2CN(C(=O)Cc3cccs3)CC[C@H]21 | -16%
Cc1ccc(C(=O)N2CCc3nc(C)nc(-c4ccc(O)cc4)c3C2)cc1 | 2%
O=C(NCc1ccc2c(c1)CCN2C(=O)c1ccncc1)c1cccc(F)c1 | -7%
N#Cc1cccc(Oc2ccccc2-c2ccccc2Oc2cccc(C#N)c2C#N)c1C#N | ?
CN(C(=O)CC1C(=O)NCCN1Cc1cccc(F)c1F)C1CCOCC1 (stereo unspecified) | ?
O=C1CCNCCCC(C(=O)NCc2ccccc2)CCN1 (stereo unspecified) | 26%
O=C(NCCc1cnc[nH]1)C1CCN(C2CCCCC2)CC1 | 40%
CC(C)=C(/C(=C/CS(=O)(=O)c1ccccc1)S(=O)(=O)c1ccccc1)S(=O)(=O)c1ccccc1 | ?
O=C(Cn1c(-c2cccs2)cc2cc(F)ccc21)N1CCCCC1 | ?

As entered above:
`CNCCN1C(=O)CC[C@H]2CN(C(=O)Cc3cccs3)CC[C@H]21` | KDM5B inhibitor = -16%
`O=C(NCc1ccc2c(c1)CCN2C(=O)c1ccncc1)c1cccc(F)c1` | KDM5B inhibitor = -7%
`COc1ccc(C(=O)N2CCCC(C(=O)N3CCN(c4ccccc4)CC3)C2)cc1` (stereo unspecified) | KDM5B inhibitor = 28%
`O=C(NCCc1cnc[nH]1)C1CCN(C2CCCCC2)CC1` | KDM5B inhibitor = 40%

(further entries)
molecule,KDM5B inhibitor
COCCCNC(=O)CN1C(=O)COc2ccc(C(=O)COc3ccc(OC)cc3)cc21,-8%
COc1ccccc1C1NC(=O)N(CCC(C)C)C2=C1C(=O)OC2 (stereo unspecified),10%
CCCc1ncc(C(O)c2ccccc2OC)n1C (stereo unspecified),-6%
O=C(NCC(O)c1ccc(F)cc1)Nc1ccc(F)cc1 (stereo unspecified),22%
O=C(Nc1ccc(Cl)cc1)N1CCn2c(nnc2C2CC2)C1,-4%[86.2 µM]
COc1ccccc1C1C(C(=O)Nc2ccccc2)=C(C)Nc2nc(-c3ccccc3)nn21 (stereo unspecified),-17%
CC(=O)c1cccc(NC(=O)C(c2ccccc2)n2cnc3c2c(=O)n(C)c(=O)n3C)c1 (stereo unspecified),19%
CCN(c1ccc(OC)cc1)S(=O)(=O)c1nnc(NC(=O)c2ccccc2C)s1,?
Cc1ccc(CCNC(=O)CCS(=O)(=O)Cc2ccc(C)cc2)cc1,26%
O=S(=O)(CCN1CCCn2nc(CO)cc2C1)c1ccccc1,5%
COc1ccccc1CNC(=O)c1ccccc1NC(=O)c1nsc2ccccc12,?
CCOc1ccc(CCC2CCN(C(=O)Nc3ccccc3OC)CC2)cc1,15%

(next part)
molecule,KDM5B inhibitor
Cc1ccc(NC(=O)Cn2nc(C)c3ccccc32)c(C)c1,17%
Cc1nc(CCC(=O)NCc2ccc3[nH]c(-c4ccccc4F)c(C)c3c2)n[nH]1,25µM*
COC(=O)C(NC(=O)c1ccc(OC)cc1)(Nc1nc(C2CC2)cs1)C(F)(F)F (stereo unspecified),5%
NC(=O)NC(=O)CSC1=Nc2ccccc2CS1,4%
COc1ccc2[nH]c(C(=O)NCc3ccccn3)c(C)c2c1,?
COCCNC(=O)C(C)[C@@H]1CCc2c(C)cc(OC)c(C)c2C1 (stereo partly specified),8%[86.2 µM]
CCOC(=O)c1c(C)[nH]c(C)c1S(=O)(=O)N(C)CC(=O)Nc1cccc(C(F)(F)F)c1,-4%
COc1ccc(CN2CC3(CCN(C(=O)Cc4c[nH]c5ccccc45)CC3)C2=O)cc1,16%
Cc1ccc(S(=O)(=O)NCCc2cn3c(C)csc3n2)cc1,-8%
C/C(=N\NC(=O)c1cccs1)c1cccc2ccccc12,6%
CCCCn1c(N)c(N(CC(C)C)C(=O)CSc2nn(-c3ccc(F)cc3)c(=S)s2)c(=O)[nH]c1=O,-12%
COCc1cn(C[C@H]2C[C@@H](NC(C)=O)[C@H](O)[C@@H]2O)nn1,-23%[115 µM]

The list continues:
molecule,KDM5B inhibitor
CC(=O)c1c(C)[nH]c(C(=O)CSc2nnc(C3CC3)o2)c1C,12%
O=C(Cn1ccn(-c2ccc(F)c(F)c2)c(=O)c1=O)NCc1ccccc1,?
CN1CCC(N2CCN(C(=O)CCC3CCCCC3)CC2)C1=O (stereo unspecified),-9%
COc1ccc(CCC(=O)Oc2ccc3c(c2)OCO3)cc1,11%
O=c1c(C=NCC2CCCO2)c(-c2ccccc2)[nH]n1-c1ccc([N+](=O)[O-])cc1 (stereo unspecified),-10%
CC(C)N(Cc1ccccc1)S(=O)(=O)c1ccc(N2CCCCS2(=O)=O)cc1,-15%
Cc1cccc(C)c1NC(=O)Cn1c(=O)n(Cc2ccccc2Cl)c(=O)c2cccnc21,?
O=C(NCc1nnc2ccc(-c3ccccc3)nn12)c1ccc(F)cc1Cl,28µM*
Cc1ccc(C)c(N2CCN(C(=O)Cn3c(-c4cccs4)cc4ccccc43)CC2)c1,?
COc1ccc(-c2csc(/C(C#N)=C\c3ccccc3C(F)(F)F)n2)cc1,-9%
CCc1cnc(C)nc1N1CCCn2nc(CCC(=O)NC3CC3)cc2C1,18%
COc1ccc(-c2nc3scc(CCNS(=O)(=O)c4c(C)cc(C)cc4C)n3n2)cc1OC,-52%

The results go on.
molecule,KDM5B inhibitor
C#CCNC(=O)[C@@H]1Cc2cn(Cc3nccn3C)c3cccc(c23)[C@H](CC(C)C)N1,?
O=C(N[C@@H]1CCOC[C@H]1Oc1ccccn1)c1ccc(N2CCCC2=O)cc1,-20%
Fc1ccc(-c2ccnc3ncnn23)cc1,28µM*
COc1cc(/C=C/C(=O)OC(C)C(=O)c2ccc(C)cc2)ccc1OCC#N (stereo unspecified),?
CCc1nc2ccc(C(=O)N3CCN(c4cccc(C)c4C)CC3)cc2nc1CC,?
C=CCn1c(SCc2coc(-c3cccc(F)c3)n2)nnc1C1CCS(=O)(=O)C1 (stereo unspecified),16%
Cc1cccn2c(=O)c3cc(C#N)c(=O)n(-c4nnc(SCc5ccccc5F)s4)c3nc12,-20%
CCOc1cc2c(cc1/C=C(/C#N)c1ccccn1)OC(C)C2 (stereo unspecified),i
COC(=O)c1ccc(N=CC2=C(O)CC(c3ccccc3)CC2=O)cc1 (stereo unspecified),117%[activator]
CCOc1ccccc1NC(=O)c1sc2nc3n(c(=O)c2c1C)CCCCC3,-3%
CCN(Cc1ccccc1)C(=O)CC1CCCN(c2cnn(C)c(=O)c2)C1 (stereo unspecified),10%
COC(=O)c1cc(C(=O)NC(C)C2CC3CCC2C3)cc([N+](=O)[O-])c1 (stereo unspecified),13%

(listing goes on)
molecule,KDM5B inhibitor
O=C(COc1ccc(Br)cc1)NCC1COc2ccccc2O1 (stereo unspecified),-25%
CC12CN3CC(c4ccccc4)(CN(C1)C3c1ccc(O)cc1)C2=O (stereo unspecified),-2%
COc1ccc(CNC(=O)C2(c3ccc(NS(C)(=O)=O)cc3)CCCCC2)cc1,-14%
Cc1ccc(-n2c(=O)c3c(C)c(C)sc3n(CC(=O)c3ccc(Cl)cc3)c2=O)cc1C,-22%
Cc1ccccc1N1C(=O)C2ON(c3ccccc3)C(c3ccco3)C2C1=O (stereo unspecified),-4%
Cc1nc(N2CCN(C(=O)CN3CCCCC3)CC2)c(C#N)c2c1COC(C)(C)C2,i
CCn1nc(C(=O)Nc2cccc(S(=O)(=O)N3CCCCC3)c2)c2ccccc2c1=O,-11%
COc1cccc(C(=O)N2CCC(N3C[C@H](O)C[C@H]3C(=O)N3CCN(C(C)C)CC3)CC2)c1,21%
